Screening data as filed in PubChem BioAssay.
PMI inhibitors – inhibitors of human PMI, primary screen, biochemical, fluorescence intensity, coupled assay (AID 1209); Mannose-6-phosphate isomerase (Homo sapiens); purified PMI enzyme, coupled fluorescence intensity; higher % means a stronger effect; inhibition, % at 20 µM, or IC50 in µM where a hit was titrated; actives 0.42% (n = 190,000);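 further: plate controls were DMSO vehicle for no effect and wells lacking substrate for full effect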
XIAP antagonists – XIAP antagonists, biochemical, IAP family, fluorescence polarization (AID 1018); E3 ubiquitin-protein ligase XIAP (Homo sapiens); XIAP BIR domain, fluorescence polarization peptide displacement; higher % means a stronger effect; displacement, % at 20 µM, or IC50 in µM where a hit was titrated; actives 0.007% (n = 200,000); in the data active means displacement above about 50%; further: a part of the inactive calls stands beside numbers as strong as those of hits
LYP phosphatase – inhibitors of LYP phosphatase, biochemical, fluorescence intensity, uHTS (AID 1779). recombinant LYP phosphatase, fluorescence intensity; higher % means a stronger effect. Tyrosine-protein phosphatase non-receptor type 22 (Homo sapiens). actives 0.054% (n = 290,000). inhibition, % at 11.5 µM; hits with a dose series show IC50 in µM;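 further: plate controls were vehicle with enzyme for no effect and no enzyme for full effect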
TNAP activation fold – human TNAP enzyme activators, primary screen, biochemical, luminescent, no phosphate acceptor, uHTS (AID 1001); purified TNAP, luminescent activation assay, no phosphate acceptor; higher activation fold means a stronger effect; activation fold at 20 µM; hits with a dose series show EC50 in µM; actives 0.03% (n = 200,000); in the data active means activation fold from about 3, or a potency from the dose series; inactive means the rest, 99 in 100 with activation fold below about 1.6; further: many of its hits are not listed in these tables
human PMI inhibitors – human PMI inhibitors, high substrate, primary screen, biochemical, fluorescence intensity, high mannose 6-phosphate (AID 1220). inhibition, % at 20 µM, or IC50 in µM where a hit was titrated. actives 0.66% (n = 190,000). Mannose-6-phosphate isomerase (Homo sapiens). recombinant PMI enzyme, coupled fluorescence intensity; higher % means a stronger effect
P. falciparum M17LAP – P. falciparum M17LAP inhibitors, primary screen, biochemical, fluorogenic H-Leu-NHMec substrate, 1536-well (AID 1619); Leucine aminopeptidase (Plasmodium falciparum (isolate 3D7)); inhibition, % at 30 µM; hits with a dose series show IC50 in µM; actives 0.38% (n = 220,000); recombinant M17LAP, H-Leu-NHMec fluorogenic kinetic assay; higher % means a stronger effect;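 active means compound inhibiting the enzyme by more than half at any dose during confirmatory dose-response retesting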;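 further: plate controls were full reaction with DMSO carrier for no effect and no enzyme background for full effect; strong numbers were not always called active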
P. falciparum M1AAP – P. falciparum M1AAP inhibitors, biochemical, fluorogenic H-Leu-NHMec substrate, 1536-well (AID 1445); Aminopeptidase N (Plasmodium falciparum (isolate 3D7)); recombinant M1AAP, H-Leu-NHMec fluorogenic kinetic assay; higher % means a stronger effect; actives 0.42% (n = 220,000); inhibition, % at 30 µM, or IC50 in µM where a hit was titrated;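 active means primary inhibition above the hit cutoff, then over 50% inhibition at one or more dose response concentrations, cut at about 23% in these data, passing the limit was not always enough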;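 further: plate controls were DMSO full reaction for no effect and no enzyme background for full effect; strong numbers were not always called active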
Yfh1-depleted yeast – enhancers of respiration in Yfh1-depleted yeast, dose response, Friedreich's ataxia, plus single-dose screen (AID 1465); S. cerevisiae Yfh1-off respiration, WST-1 reduction, 72 h; higher fold induction means a stronger effect; fold induction at 50 µM; hits with a dose series show EC50 in µM; actives 0.074% (n = 220,000);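 active means fold induction of absorbance versus untreated yeast above a set limit, then at least 30% activation at any dose in follow-up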;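 further: activators that raise dye reduction in frataxin-depleted yeast; strong numbers were not always called active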
WT yeast gro inh – growth inhibition of WT strain, primary screen, mitochondrial fusion inhibitor project, WT and mutant strains, chemical genetic; mitochondrial fusion phenotypic screen; inhibition, % at 10 µM; actives 2.1% (n = 190,000); AID 1362, 2008; in the data active means inhibition above about 58%; tested in S. cerevisiae
WT yeast gro inh mutant strain – recorded beside WT yeast gro inh, whose call it bears; inhibition, %; mitochondrial fusion phenotypic screen, mutant strain inhibition
Starred values were filed as active, the others as inactive; i = inactive; . = not tested or not shown. Unless noted, no stated cut-off is given here; in the data, active means inhibition above about 50%; inactive means the rest.

SMILES | PMI inhibitors | XIAP antagonists | LYP phosphatase | TNAP activation fold | human PMI inhibitors | P. falciparum M17LAP | P. falciparum M1AAP | Yfh1-depleted yeast | WT yeast gro inh | WT yeast gro inh mutant strain
Cc1cc(N2CCN(C)CC2)ccc1NC(=O)c1cccc(S(=O)(=O)N2CCc3ccccc3C2)c1 | -7% | -4.5% | 1% | 1.1 | -11% | 7% | 9% | i | 18 | -13
COc1cc(C(=O)NC(C(=O)Nc2cccc(C(C)=O)c2)C(C)C)cc(OC)c1OC (stereo not given) | -4% | 0.7% | -8% | 1 | -2% | 2% | 11% | i | -5 | -5
COc1ccc(/C(N)=N/OC(=O)N2CCOCC2)cc1 | 7% | -1.7% | -7% | 1.1 | 10% | -14% | 0% | i | -19 | -16
c1ccc(-c2csc(Nc3cccnc3)n2)cc1 | 14% | 2.0% | 0% | 1 | 16% | 4% | 0% | i | -3 | 1
COc1ccc(C2=NOC(C(=O)N3CCCCCC3)C2)cc1OC (stereo not given) | 4% | -3.8% | -6% | 1.1 | 3% | 19% | 4% | i | -17 | 5
CC[N+](CC)(CCCCS(=O)(=O)[O-])CCNP1(=O)C=C(c2ccccc2)OC(c2ccccc2)=C1 | -26% | -3.8% | -13% | 1 | -18% | 2% | 0% | i | -2 | -14
Cc1cc2c(c(=O)n1Cc1ccco1)C(c1cccnc1)C(C#N)=C(N)O2 (stereo not given) | 0% | -4.8% | 0% | 1.1 | 7% | -4% | 3% | i | -13 | -11
COC(=O)C(F)(F)Sc1c(C)[nH]c2ccccc12 | 11% | -6.7% | -4% | 1 | 12% | 2% | 5% | i | -3 | 8
Cc1ccc(C)n1-c1ccc(C(=O)NCc2cccnc2)cc1 | 2% | -8.2% | -5% | 1.1 | 14% | 10% | -1% | i | 3 | -7
COc1ccc(-c2nc(NC(=O)CSc3nnc4ccccn34)ns2)cc1 | -2% | -4.9% | -12% | 1 | -6% | -11% | 7% | i | -8 | -11
COc1ccc(CNC(=O)c2c(O)c3cccc4c3n(c2=O)CCC4)cc1 | -17% | -7.2% | -1% | 1.1 | -18% | 2% | 4% | i | -3 | -22
CCOC(=O)C1CN(S(=O)(=O)c2cccc(C(F)(F)F)c2)c2cc(CC(=O)OC)ccc2O1 (stereo not given) | 17% | -7.4% | 7% | 1 | 14% | 0% | 3% | i | 5 | -7
CCOC(=O)COc1cc(OCC(=O)OCC)c2c(=O)cc(-c3ccccc3)oc2c1 | 4% | 2.6% | -1% | 1.1 | 1% | 4% | 10% | i | 4 | 22
O=C(c1ccccc1)N1CCN(c2nc3ccc([N+](=O)[O-])cc3s2)CC1 | 4% | -5.3% | -2% | 1 | 6% | -3% | 0% | i | 9 | 12
O=C(NCN1CCCCC1)c1cccnc1 | 5% | 0.0% | -2% | 1.1 | 3% | 2% | 2% | i | -6 | 6
CCc1nnc(NS(=O)(=O)c2ccc(NC(=S)NC(=O)c3ccccc3)cc2)s1 | 3% | -8.8% | -4% | 0.8 | -4% | 42% | 13% | i | -4 | -6
COc1cc(C(=O)Nc2cccc(-c3nc4cc(C)ccc4o3)c2C)cc(OC)c1OC | -1% | -0.5% | -9% | 1.2 | 2% | 0% | 1% | i | 6 | 0
O=C(CSc1ccc2c(c1)OCCO2)NC(=O)Cc1ccccc1 | -4% | -0.8% | 0% | 1.1 | -1% | -15% | 5% | i | -10 | -4
Cc1ccc(S(=O)(=O)/N=C2\C(=O)c3ccccc3C([O-])=C2n2cc[n+](CCC(C)C)c2)cc1 | 12% | 2.9% | -4% | 1 | 50%* | 7% | 7% | i | 16 | 2
Cc1occc1C(=O)Nc1nnc(C2CCCCC2)s1 | -3% | 2.0% | -5% | 1 | 0% | 5% | 7% | i | 26 | 27
COC(=O)CSc1nc(N)c(NC(=O)c2ccc(OC)c(OC)c2)c(=O)[nH]1 | 15% | -3.8% | -4% | 1 | 14% | -7% | 8% | i | -1 | -5
COc1ccc(/C(N)=N/OC(=O)c2cccc([N+](=O)[O-])c2)cc1OC | 9% | -4.4% | -8% | 1.1 | 5% | 0% | 0% | i | 30 | 12
COc1ccccc1OCC(=O)Nc1ccccn1 | -3% | 2.4% | -2% | 1.1 | 1% | -2% | -4% | i | 9 | 25
O=C(CSc1nncn1-c1cccnc1)N1CCOCC1 | 3% | -1.5% | -9% | 1.1 | 3% | 0% | 2% | i | -8 | 23
O=C(O)C1=NOC(CNc2ncc(C(F)(F)F)cc2Cl)C1 (stereo not given) | 1% | -6.9% | -2% | 1.1 | 1% | -4% | 5% | i | 3 | 9

A portion from further up:
SMILES | PMI inhibitors | XIAP antagonists | LYP phosphatase | TNAP activation fold | human PMI inhibitors | P. falciparum M17LAP | P. falciparum M1AAP | Yfh1-depleted yeast | WT yeast gro inh | WT yeast gro inh mutant strain
Cc1cc(N2CCN(C)CC2)ccc1NC(=O)c1cccc(S(=O)(=O)N2CCc3ccccc3C2)c1 | -7% | -4.5% | 1% | 1.1 | -11% | 7% | 9% | i | 18 | -13
COc1cc(C(=O)NC(C(=O)Nc2cccc(C(C)=O)c2)C(C)C)cc(OC)c1OC (stereo not given) | -4% | 0.7% | -8% | 1 | -2% | 2% | 11% | i | -5 | -5
COc1ccc(/C(N)=N/OC(=O)N2CCOCC2)cc1 | 7% | -1.7% | -7% | 1.1 | 10% | -14% | 0% | i | -19 | -16
c1ccc(-c2csc(Nc3cccnc3)n2)cc1 | 14% | 2.0% | 0% | 1 | 16% | 4% | 0% | i | -3 | 1

Additional structures
SMILES | PMI inhibitors | XIAP antagonists | LYP phosphatase | TNAP activation fold | human PMI inhibitors | P. falciparum M17LAP | P. falciparum M1AAP | Yfh1-depleted yeast | WT yeast gro inh | WT yeast gro inh mutant strain
FC(F)(F)c1ccc(CN2C[C@@H]3C(c4ccc(Cl)nc4)C4(c5ccccc5)CC3(C4)[C@H]2c2ccccc2)cc1 (stereo not given in full) | . | . | -2% | . | . | -6% | 7% | i | . | .
Cc1cc2cc(OCC(=O)O)ccc2n1C | -8% | -3.6% | -3% | 1.1 | -3% | 12% | 7% | i | -9 | 3
C=C(C)COc1ccc(-c2ncncc2Oc2ccc(OC)cc2)c(O)c1 | 12% | -2.3% | -7% | 1 | 6% | -2% | 5% | i | 44 | 14
N/C(=N\OC(=O)c1cc(-c2ccccc2)nc2ccccc12)c1ccccn1 | 12% | -13% | 0% | 1 | 10% | 13% | 2% | i | 66* | 43*
Cc1nn(Cc2ccc(Cl)cc2)c(C)c1NC(=O)C1CC=CCC1C(=O)O (stereo not given) | 2% | -6.7% | -6% | 1 | -3% | 20% | -2% | i | -7 | -1
O=C(O)Cc1ccc(NC(=S)NCc2ccco2)cc1 | -3% | -5.1% | 2% | 1.1 | 9% | 24% | -2% | i | 3 | 9
Cc1cccc(N(C(=O)c2csnn2)C(C(=O)NC(C)(C)C)c2cccnc2)c1 (stereo not given) | -9% | -0.3% | -6% | 1.1 | -9% | 6% | -3% | i | 9 | -6
COc1ccc(/C=N/Nc2ccc(C(=O)O)cc2)cc1Br | -77% | -3.1% | -8% | 1.1 | -147% | 23µM* | 6% | i | -2 | 5
CNc1ccc(/C=C2\COc3ccccc3C2=O)cc1[N+](=O)[O-] | 2% | -2.9% | 2% | 0.9 | -2% | -12% | 4% | i | -18 | -2
COc1cccc(C(=O)NCc2ccc(-c3nc4ccccc4s3)cc2)c1 | -1% | -3.1% | -2% | 1.1 | -2% | 4% | -2% | i | 1 | 3
CC1CCCC/C1=N\NS(=O)(=O)c1ccc(Br)cc1 (stereo not given) | -42% | -3.4% | -5% | 1.1 | -69% | 3% | 1% | i | -2 | -2
COc1ccc(/C=N/NC(=O)c2cccc(OC(F)(F)C(F)F)c2)cc1O | -2% | -0.6% | 1% | 1.2 | 2% | 18% | 11% | i | -2 | -10
NNc1ncnc2scc(-c3ccc(Cl)cc3)c12 | -14% | 3.1% | -6% | 0.8 | -14% | 0% | 1% | i | 32 | -2
CC1(C(=O)NC23CC4CC(CC(C4)C2)C3)CC1(Cl)Cl (stereo not given) | 0% | -9.1% | -11% | 1 | -4% | 6% | 13% | i | 9 | 12
Cc1nc(N2CCN(C)CC2)c2sc(=S)n(-c3ccccc3)c2n1 | 11% | -7.7% | -2% | 1 | 7% | -3% | 4% | i | 8 | 6
Cc1cc(Oc2cc(N)cc([N+](=O)[O-])c2)ccc1Cl | 1% | -27% | 0% | 1 | 0% | -3% | 5% | i | -1 | -10
O=C(CSc1nnc(NCc2ccccc2)s1)N1CCOCC1 | -11% | 2.6% | 5% | 1 | -4% | 12% | 4% | i | -8 | -2
CNc1cc(-n2nc(C)cc2-c2ccccc2)ncn1 | -1% | -1.4% | -2% | 1.1 | 4% | -7% | 13% | i | -10 | -5
NC(=S)C1COc2ccccc2O1 (stereo not given) | . | . | -8% | . | . | -11% | -1% | i | . | .
Cc1ccc(C)c(NC(=S)N(CCN(C)C)C(C)c2ccccn2)c1 (stereo not given) | -12% | -4.1% | -8% | 1 | -5% | 3% | -13% | i | 7 | 4
COc1ccc(CNC(=O)C2CCNCC2)cc1 | 12% | -5.6% | -5% | 1.1 | 9% | -3% | -1% | i | -7 | -7
Cc1c(CCOC(=O)C23CC4CC(CC(C)(C4)C2)C3)sc[n+]1Cc1ccccc1 | 10% | -7.8% | 0% | 0.9 | 7% | 3% | 11% | i | 7 | -6
COc1ccccc1C(=O)Nc1ccc2c(c1)nc(CCNC(=O)c1ccccc1)n2C | . | . | -6% | . | . | 1% | 1% | i | . | .
COc1ccc(/C=C(\NC(=O)c2ccccc2)C(=O)NCCC(=O)O)cc1 | -5% | 2.0% | -2% | 1.1 | -8% | 16% | -1% | i | -10 | 1
O=C(O)/C=C/C(=O)Nc1ccc(OCc2ccccc2)cc1 | . | . | 3% | . | . | 2% | 2% | i | . | .

Next part:
SMILES | PMI inhibitors | XIAP antagonists | LYP phosphatase | TNAP activation fold | human PMI inhibitors | P. falciparum M17LAP | P. falciparum M1AAP | Yfh1-depleted yeast | WT yeast gro inh | WT yeast gro inh mutant strain
C/C(CC(=O)Nc1ccc2c(c1)OCO2)=N\NC(=O)c1ccccc1N | . | . | -13% | . | . | -53% | 6% | i | . | .
Cc1ccc2c(C)[nH]c(=O)cc2c1 | 6% | -1.9% | 2% | 1.1 | 8% | -2% | 9% | i | 5 | 15
C/C(=N/OC(=O)c1c(F)cccc1F)c1nccs1 | 10% | -0.4% | -6% | 1.1 | 8% | -5% | 3% | i | 3 | -3
Cc1ccc(C)c(NC(=O)C(c2ccccc2)N2CCOCC2)c1 (stereo not given) | 3% | -2.6% | -13% | 1.1 | 3% | -2% | 5% | i | 4 | 11
COCCNc1ncnc2nc[nH]c12 | 2% | -25% | -1% | 1.2 | 4% | 9% | -2% | i | . | .
NC(=O)NCc1ccc(Cl)cc1 | -8% | 2.7% | -1% | 1.1 | -6% | -9% | -2% | i | -3 | -2
